HepG2 viability: qHTS for Inhibitors of TGF-b: Cytotox Counterscreen. HepG2 CAGA-GFP viability, ATP luminescence, 18 h. actives 0.76% (n = 410,000). Potency, µM (doses to about 46.1 µM), inactives show top-dose activity change, negative = cytotoxicity, actives largely listed as cytotoxic. AID 588856, 2011; further: some results filed as inactive show a strong effect at the top dose
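CellTiter-Glo luminescence gave cytotoxicity after 18 hours at 37 degrees C. The cells were HepG2 CAGA-GFP in 1% FBS DMEM, stimulated with 500 pg/mL TGF-beta after compound addition. %Activity was normalised to no-cell wells (complete cell-killing) and DMSO (no toxicity), and curves were fitted and classified.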
TGFb inhibitor: qHTS for Inhibitors of TGF-b; HepG2 CAGA-GFP TGF-b/SMAD3 reporter, GFP fluorescence, 18 h; TGF-beta stimulated, 500 pg/mL final; Potency, µM (highest dose often 46.1 µM), inactives show top-dose activity, negative = inhibition, usual class: inhibitors; actives 1.2% (n = 410,000); further: on the % scale 0 is the no-effect control and ±100 the full control effect; nearly all actives have a fitted effect of over 65% in size
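First, reporter cells (HEPG2 CAGA-GFP) rested 2 h at 37 degrees C. Next, compounds were pinned in and TGF-beta added to 500 pg/mL final. After 18 h, GFP was imaged per cell and summed per well.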
* marks the source's active call; other numbers are inactive results; ? = inconclusive; [ ] = remark or other dose. The call rests on the fitted dose curve; in most records, active means well fitted curve in the direction sought with a large enough effect; inconclusive means small, poorly fitted or top-dose-only effect, or another doubt; inactive means no such curve, though single readings can be large; an effect the other way counts as inactive or inconclusive. Potency means the concentration at half of the fitted maximal effect. Some of the compounds tested; the hit share may differ from the screen's.

molecule | HepG2 viability | TGFb inhibitor
OCC(O)C(O)C(O)C(O)C=Nc1ccc(/C=C/c2ccnc3ccccc23)cc1 (stereo not given) | -37% | -10%
CCc1ccc2oc(-c3ccc(C)c(NC(=O)COc4ccc(Cl)cc4)c3)nc2c1 | -1% | -1%
COc1cc(OC)c(OC)cc1/C=C/c1cc[n+](C)c2ccccc12 | -1% | -5%
C(=Nc1cccnc1)c1ccnc2ccccc12 | -2% | -6%
CCNc1ccc(/C=C2\C=Cc3ccccc32)cc1 | -18% | 5%
CC(C)(C)n1ncc2c(=O)n(Cc3ccc(Cl)cc3C(F)(F)F)cnc21 | -20% | -2%
C=C1C=C(C(F)F)n2ncc(C(=O)NCc3ccccc3)c2N1 | -4% | 20%
CC(C)(C)OC(=O)NS(=O)(=O)NOCc1ccccc1 | -27% | -17%
Cc1ccc(NC(=O)c2cc3c([nH]c2=O)CC(C)(C)CC3=O)cc1 | -46% | ?
CC(C)(C)n1ncc2c(=O)n(Cc3ccccc3Cl)cnc21 | -4% | -9%
Cc1ccc(-c2nnc(SC(C)C(=O)NCc3ccco3)n2C)cc1 (stereo not given) | -9% | -12%
CN(Cc1ccccc1)c1ccc(/C=C/c2ccnc3ccccc23)cc1 | -29% | ?
COc1ccc(CN2CC[C@H]3C=CC[C@@H](C(=O)Nc4nccs4)[C@H]3C2=O)cc1OC | 47% | 21%
CCN(CC)c1ccc(/C=C/c2ccc3ccccc3n2)cc1 | 3.2µM* | 2.5µM*
CN(C)c1cccc2ccccc12 | -1% | -14%
S=c1[nH]nc(-c2ccccc2)n1-c1ccccc1 | -5% | 4%
CCOc1ccc(/C=C/c2cc[n+](C)c3ccccc23)cc1OCC | -4% | 6%
Cc1ccnc2c(Cl)ccc(Cl)c12 | -20% | -15%
CC(C)(C)[C@H]1CCC(=O)N(CCSc2ccc(Br)cc2)CC1 | -64% | ?
CCN(CC)c1ccc(/C=C2\C=Cc3ccccc32)cc1 | -6% | 9%
CCOc1ccc(NC(=O)c2nc(S(=O)(=O)Cc3ccccc3C)ncc2Cl)cc1 | -101% | 13µM*
C(=C1c2ccccc2Oc2ccccc21)c1ccccc1 | 0% | 0%
CN(C)c1ccc(C=Nc2ccc(/C=C/c3ccnc4ccccc34)cc2)cc1 | -26% | -10%
O=S1(=O)CCOCCCN1Cc1ccc(F)cc1 | -19% | 8%
CCCCN(CCC#N)c1ccc(/C=C/c2ccnc3ccccc23)cc1 | -21% | ?

More entries:
molecule | HepG2 viability | TGFb inhibitor
CN(C)c1ccc(/C=N\Nc2ccc([N+](=O)[O-])cc2[N+](=O)[O-])cc1Br | -9% | 20%
CC[N+]1(CC(=O)c2ccc(OC)cc2)CCCCC1 | 7% | 5%
O=C(C[N+]1(CC(O)c2ccccc2)CCOCC1)c1ccccc1 (stereo not given) | -41% | -26%
Nc1cc(N)[nH]c(=S)n1 | -1% | 9%
O=c1[nH]c(=S)[nH]c2n[nH]nc12 | -12% | -1%
CNc1cc(C(=O)O)nc2ccccc12 | -35% | ?
O=C(CO)c1c[nH]c2ccccc12 | -4% | -16%
O=C(Nc1cccc2ccccc12)c1cnn2c1NC(=C1CC1)C=C2C(F)F | 4% | 1%
Nc1ccc(Cc2ccc(C=O)cc2)cc1 | 1% | -22%
Nc1nc(=S)c2snnc2[nH]1 | -10% | 2%
CCCCN(CCCC)c1ccc(C=Nc2ccc(/C=C/c3ccnc4ccccc34)cc2)cc1C | -27% | -7%
CCCCCCCCCCCCCCCC[n+]1ccc(C)c2ccccc21 | 11µM* | 7.1µM*
CN(C)c1ccc(C=Nc2ccc(/C=C3\C=Cc4ccccc43)cc2)cc1 | -25% | 1%
CN(C)c1ccc(C=Nc2cnc3ccccc3c2)cc1 | -6% | 6%
CC(C)(C)n1ncc2c(=O)n(Cc3ccc(C#N)cc3)cnc21 | -29% | -14%
CNc1ccc(C=C2C=CC=C2)cc1 | -4% | -24%
O=C(C[n+]1ccncc1)c1ccc(Br)cc1 | -37% | -13%
O=C(c1ccccc1)C(c1ccccc1)[n+]1csc2ccccc21 (stereo not given) | 2% | ?
Nc1ccc(/C=C/c2cc(Cl)nc3ccccc23)cc1 | -26% | -6%
C=C1C=C(C(F)F)n2ncc(C(=O)Nc3ccc(N(CC)CC)cc3)c2N1 | 8% | 21%
C1=Cc2ccccc2/C1=C(\Cc1ccncc1)Oc1ccncc1 | -37% | -7%
CC(=O)N(C)c1ccc(/C=C2\C=Cc3ccccc32)cc1 | -42% | 0%
O=S1(=O)CCOC[C@H](c2ccccc2)N1Cc1ccc(Cl)c(Cl)c1 | -11% | ?
CN(C)c1ccc(/C=C/c2ccnc3ccc(Cl)cc23)cc1 | -34% | ?
CCCCCCCCCCN(CCCCCCCCCC)c1ccc(/C=C/c2ccnc3ccccc23)cc1 | -2% | -2%

Compound profiles, as listed above. Order of values: HepG2 viability	TGFb inhibitor
`CNc1cc(C(=O)O)nc2ccccc12` reads -35%	?
`Nc1nc(=S)c2snnc2[nH]1` reads -10%	2%
`O=C(CO)c1c[nH]c2ccccc12` reads -4%	-16%
`O=c1[nH]c(=S)[nH]c2n[nH]nc12` reads -12%	-1%

Entries listed so far that bear a hit mark in TGFb inhibitor.
canonical_smiles	TGFb inhibitor
CCN(CC)c1ccc(/C=C/c2ccc3ccccc3n2)cc1	2.5µM*
CCOc1ccc(NC(=O)c2nc(S(=O)(=O)Cc3ccccc3C)ncc2Cl)cc1	13µM*
CCCCCCCCCCCCCCCC[n+]1ccc(C)c2ccccc21	7.1µM*

The list goes on:
molecule | HepG2 viability | TGFb inhibitor
C=C1C=C(C(F)F)n2ncc(C(=O)N3CCN(c4ccccc4)CC3)c2N1 | 2% | 5%
Cc1cc(N(C)C)c(C)cc1/C=C/c1ccnc2ccccc12 | -42% | -25%
COc1cc2c(NC3CCN(C)CC3)nc(N3CCCN(C)CC3)nc2cc1OCCCCCN(C)C | -22% | ?
CN(C)c1ccc(C2=Cc3ccccc3C2)cc1 | -5% | ?
O=C(CNC(=O)c1cccnc1)c1ccc(F)cc1 | 1% | 28%
CC(C)(C)n1ncc2c(=O)n(Cc3ccc(Cl)c(C(F)(F)F)c3)cnc21 | 2% | 2%
CNc1ccc(/C=C2\C=Cc3ccccc32)cc1OC | -11% | -3%
CCOC(=O)C1=C(C)NC(C)=C(C(=O)OC)[C@H]1c1cccc([N+](=O)[O-])c1 | -40% | ?
Cc1cc2nccc(C)c2cc1C | 2% | -13%
C(=C\c1ccnc2ccccc12)/c1ccc(N2CCNCC2)cc1 | -49% | ?
Cc1c(CCO)sc[n+]1CC(=O)c1ccccc1 | -16% | -5%
CCOc1ccc(C(NC(C)=O)c2cc(Cl)c3cccnc3c2O)cc1 (stereo not given) | -59% | 3.2µM*
CC1(C)CC(=O)c2cc(C(=O)Nc3cccc4ccccc34)c(=O)[nH]c2C1 | -33% | -15%
Cc1csc(C)[n+]1CCC1CCCCC1 | -5% | -18%
COc1cc(OC)c(/C=C/c2cc(/C=C/c3c(OC)cc(OC)cc3OC)[n+](C)c3ccccc23)c(OC)c1 | -45% | ?
O=C(C[n+]1ccncc1)c1cccc([N+](=O)[O-])c1 | 9% | ?
COc1ccc2[nH]cc(C(=O)CNc3nccs3)c2c1 | 4% | 2%
O=C(C[n+]1cccc(Br)c1)c1ccc(F)cc1 | 10% | 0%
CCn1c2ccccc2c2cc(/C=C3/C=Cc4ccccc43)ccc21 | -18% | 7%
C(=C\c1nc2ccccc2o1)/c1ccc2c(c1)OCO2 | 2% | -2%
CCN(CC)c1ccc(/C=C/c2c(C)cnc3ccc(C)cc23)cc1 | -6% | -6%
CN(C)c1ccc(/C=C/c2ccnc3ccc(F)cc23)cc1 | -31% | -3%
CC(C)(C)n1ncc2c(=O)n(Cc3cc(Cl)ccc3Cl)cnc21 | -5% | -8%
O=C(C[N+]12CCCc3cccc(c31)CCC2)c1ccc2ccccc2c1 | -8% | -28%
C=C1C=C(C(F)F)n2ncc(C(=O)NCc3ccc(F)cc3)c2N1 | 4% | 2%

Following part:
molecule | HepG2 viability | TGFb inhibitor
CCCOC(=O)C1=C(C)CS[C@@H]2[C@H](NC(=O)COc3ccccc3)C(=O)N12 | -1% | -10%
c1ccc2c(c1)CCCN2 | -3% | ?
Cc1ccc2c(c1)ncc[n+]2CC(=O)c1ccc(F)cc1 | -29% | ?
COc1cc(N(C)C)c(OC)cc1/C=C/c1ccnc2ccccc12 | -35% | 37%[activator]
CCOc1ccc(NC(=O)COC(=O)c2ccccc2OCC(=O)N(C)C)cc1 | -3% | 0%
COc1ccc2c(c1)CCC2=O | -15% | 1%
C=C1C=C(C(F)F)n2ncc(C(=O)NCCc3ccc(Cl)cc3)c2N1 | -25% | -18%
CN(C)C1CCC(CC2CCc3ccccc32)CC1 (stereo not given) | 12% | -20%
CCOC(=O)c1c2c(n3ccccc13)C(=O)c1ccccc1C2=O | -16% | ?
C[C@H](NC(=O)OC(C)(C)C)C(=O)c1ccco1 | 13% | 7%
Cc1[nH]c2ccccc2c1/C=C/c1ccnc2ccccc12 | -110% | 13µM*
Cc1ccc(NC(=O)c2cc3c([nH]c2=O)CC(c2ccccc2)CC3=O)cc1 (stereo not given) | -8% | -2%
CCc1ccc(C=O)cc1 | -4% | -2%
OC(Cc1ccc2ccccc2n1)c1c(Cl)cccc1Cl (stereo not given) | -24% | 0%
CC1=Nc2ccccc2/C1=C/c1ccc(N(C)C)cc1 | -23% | ?
COc1cc(OC)c(/C=C/c2c3ccccc3cc[n+]2C)c(OC)c1 | -22% | 10µM*
C=C1C=C(C(F)F)n2ncc(C(=O)Nc3ccc(Br)cc3C(F)(F)F)c2N1 | -10% | 3%
Nc1ncnc2nnsc12 | -4% | 10%
O=C(C[n+]1ccccc1)c1cccc([N+](=O)[O-])c1 | 10% | 3%
c1cnc2[nH]ccc2c1 | 4% | -5%
CN(C)c1cccc(-c2nnc(SCC(=O)NCc3ccco3)n2C)c1 | 11% | -1%
CC(=O)Nc1ccc(NC(=O)c2nc(SCc3ccccc3F)ncc2Cl)cc1 | -48% | 0%
O=C(Nc1ccccc1)[C@@H]1CC=C[C@@H]2CCN(C3CC3)C(=O)[C@@H]21 | 3% | 1%
CCOC(=O)c1c(C)[nH]c(C(=O)OC(C(=O)N(C)C)c2ccccc2)c1C (stereo not given) | 2% | 15%
Nc1c(Cl)cc(/C=C2\C=Cc3ccccc32)cc1Cl | -49% | -14%

Next section; the last 3 above are carried over.
molecule | HepG2 viability | TGFb inhibitor
O=C(Nc1ccccc1)[C@@H]1CC=C[C@@H]2CCN(C3CC3)C(=O)[C@@H]21 | 3% | 1%
CCOC(=O)c1c(C)[nH]c(C(=O)OC(C(=O)N(C)C)c2ccccc2)c1C (stereo not given) | 2% | 15%
Nc1c(Cl)cc(/C=C2\C=Cc3ccccc32)cc1Cl | -49% | -14%
Cc1cc(C)c2oc(-c3cccc(NC(=O)COc4ccc(Cl)cc4C)c3C)nc2c1 | 4% | -4%
CCOC(=O)c1sc(N2C(=O)c3oc4ccc(F)cc4c(=O)c3C2c2ccc(C)cc2)nc1C (stereo not given) | 8% | 6%
CNc1ccc(/C=C2\C=Cc3ccccc32)cc1Cl | -22% | ?
Cc1[nH]c2ccccc2c1C(c1c(C)[nH]c2ccccc12)c1c(C)[nH]c2ccccc12 | -32% | ?
CCN1C(=NCc2cccc(C(F)(F)F)c2)N[C@@H](c2cccc(C(F)(F)F)c2)C(C(=O)OC)=C1C | -106% | 3.5µM*
Clc1nccc2c1ccc1ccccc12 | 1% | ?
Cc1ccnc2c(Cl)c(Cl)ccc12 | 4% | 0%
COc1cc(OC)c(/C=C/c2nccc3ccccc23)c(OC)c1 | -31% | ?
O=C(CC(NC(=O)c1ccccc1)c1ccccc1)OCc1nc(-c2cccc(Cl)c2)no1 (stereo not given) | 17% | 15%
CN(C)c1ccc(/C=C/c2ccnc3ccc(Br)cc23)cc1 | -28% | 20%
Nc1nc(=S)[nH]c2n[nH]nc12 | 1% | 12%
Cc1ccc2ncc(C)c(/C=C/c3ccc(N(C)C)cc3)c2c1 | -92% | ?
O=Cc1ccc(CS)cc1 | -18% | -10%
Cc1cc2c(cc1C)N[C@]1(C[C@H]3CCCC(=O)N4CC[C@@H](C1)[C@@H]34)C(=Nc1ccccc1C)N2 | 11% | 1%
COc1ccc(/C=C/c2ccnc3ccccc23)c(OC)c1 | -15% | ?
COc1cc(OC)c(OC)cc1/C=C/c1nc2ccccc2o1 | -28% | 6%
O=C(c1cnn2c1NC(=C1CC1)C=C2C(F)F)N1CCc2ccccc21 | -39% | -17%
Cc1ccccc1NC(=O)COC(=O)c1ccccc1OCC(=O)Nc1ccc(Br)cc1 | 2% | 8%
C/C=C/NNC(=O)Cc1ccc(OC)cc1 | -54% | ?
ClC(=Nc1cccc2ccccc12)N(c1ccccc1)c1ccccc1 | 0% | -18%
CNCc1nc(-c2ccc[nH]2)c2cc(Cl)ccc2n1 | -35% | 1%
CC(C)CC(=O)N1C/C=C\C[C@@H](c2ccc(Cl)cc2)N(Cc2ccc(Cl)cc2)C(=O)[C@@H]1Cc1ccccc1 | -40% | ?
